Source: PubChem
PrPC surface inh: inhibitors of human cell surface prion protein PrPC; TR-FRET read-out; inhibition, % at 13.8 µM; AID 720596; hit rate 0.43% among 370,000; in the data active means inhibition above about 24%; further: 0% = median of the test wells and 100% = reference compound wells
PriA SSB inh: inhibitors of Klebsiella pneumoniae PriA binding to SSB C-terminal tail. AlphaScreen SSBct-PriA binding, biotinylated peptide. inhibition, % at 33 µM. hit rate 0.6% among 430,000; in the data active means inhibition mostly above about 37%, no sharp cut-off; inactive means mostly below about 20%;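 further: plate controls were negative control peptide for no effect and reference peptide for full effect; strong numbers were not always called active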
3CLpro inhibitor: SARS-CoV 3CLpro protease inhibition; P0C6X7; recombinant SARS-CoV 3CLpro, quenched FRET peptide cleavage; inhibition, % at 6 µM; hit rate 0.14% among 290,000; AID 1706; in the data active means inhibition above about 12%
Vc quorum ag: induces V. cholerae light production without autoinducers; activation, % at 18.7 µM; V. cholerae BH1578 lux reporter, luminescence, 6 h; hit rate 0.16% among 350,000; in the data active means activation mostly above about 9.7%, no sharp cut-off; further: not every result past the cut was called active; inactives centre near 0; reference of the scale not given here
BoNT A protease: inhibitors of Botulinum neurotoxin A light chain protease; hit rate 0.17% among 360,000; AID 588499; multiplex microsphere protease substrate cleavage, flow cytometry; inhibition, % at 10 µM; further: plate controls were buffer without enzyme for full effect and enzyme alone for no effect
TcdB GH inh: TcdB glycohydrolase inhibition. TcdB glycohydrolase enzymatic assay, plate reader. inhibition, % at 9.99 µM. P18177. hit rate 0.24% among 350,000; in the data active means inhibition above about 10%
Yp Topo-I inh: inhibitors of Yersinia pestis topoisomerase I | Y. pestis Topo-I cleavage product accumulation, plate reader | activity, % at 10 µM | hit rate 0.064% among 360,000 | AID 504884; in the data active means activity above about 50%, passing the limit was not always enough; further: inactives centre near 2
Anthrax LF inh2: inhibitors of Bacillus anthracis lethal factor protease; P15917; multiplex microsphere protease cleavage assay, LF; inhibition, % at 10 µM; hit rate 0.12% among 360,000; AID 588501; further: plate controls were buffer without enzyme for full effect and enzyme alone for no effect
PfHsp40 rescue: rescue of PfHsp40-mediated yeast toxicity; growth rescue, % at 12.5 µM; hit rate 0.68% among 340,000; S. cerevisiae expressing PfHsp40, growth rescue, ATP luminescence; in the data active means growth rescue above about 28%, passing the limit was not always enough;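 further: yeast W303a lacking pdr1 and pdr3 grown in galactose medium; growth measured after three days at 30 °C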
An asterisk follows results filed as active; i = inactive; · = not tested or not shown; & = joins results of further samples. Unless noted, no stated cut-off is given here; in the data, active means inhibition above about 30%; inconclusive means no clear call, values can overlap the other calls; inactive means below that.

SMILES	PrPC surface inh	PriA SSB inh	3CLpro inhibitor	Vc quorum ag	BoNT A protease	TcdB GH inh	Yp Topo-I inh	Anthrax LF inh2	PfHsp40 rescue
CC(Oc1ccc(Cl)cc1Cl)C(=O)OCn1nnc2ccccc2c1=O (stereo not given)	-6	-19	3	i	-0.2	·	2	0	0.5
CC(CN1CCOCC1)(NS(=O)(=O)c1ccccc1)c1ccccc1 (stereo not given)	3	-16	-6	-1.8	0.0	1.5	5	-2	0.7
c1ccc(NNC2=NCCS2)cc1	0	0	-4	i	-1.5	-15	13	-24	0.3
Cc1ccc(NC(=O)CN(C)C(=O)COC(=O)CNS(=O)(=O)c2ccc(F)c(F)c2F)cc1	0	-1	·	0.3	0.8	-0.8	3	-4	0.6
Cc1ccccc1-c1ncc(CN2CCN(C3CCCC3)C(CCO)C2)cn1 (stereo not given)	-1	-7	0	-0.3	0.0	-0.6	-6	-4	0.4
O=C1c2ccccc2C(=O)N1Cc1nc(-c2ccccc2)no1	3	-13	·	-0.9	-3.5	·	2	-1	0.1
C/C(=N\Nc1ccc([N+](=O)[O-])cc1)c1ccc(-n2nncc2C(C)(C)C)cc1	-4	·	-2	i	1.0	0.1	5	0	-1.1
O=C(c1ccccc1)N1CCC2(CC1)OCCO2	-2	-1	3	-0.5	-0.1	0.7	-1	-2	-1.2
COc1ccc(NC(=O)CSc2nnc(C)n2N)cc1S(=O)(=O)N1CCCCC1	-5	-7	·	-0.5	1.4	1.0	-3	3	0.0
O=C(CSc1ncccn1)N(Cc1cccnc1)C(CCc1ccccc1)c1nc2ccccc2[nH]1 (stereo not given)	1	·	·	·	-0.7	-4.4	·	3	·
O=C(NCCN1CCOCC1)c1cc2ccccc2[nH]1	0	-11	3	·	-0.7	·	17	-5	0.0
CN(Cc1cn(-c2ccccc2)nc1-c1ccc2c(c1)OCO2)Cc1nccn1C	0	27	1	0.2	-1.2	0.1	13	-2	0.3
COc1cc(/C=N/N(CCO)C2=NS(=O)(=O)c3ccccc32)cc(OC)c1OC	6	·	-5	-0.5	1.6	0.3	-4	-12	·
O=C(Nc1ccsc1C(=O)N1CCCC1)c1ccccc1	-6	4	0	-0.5	-0.4	-0.2	1	-4	-0.1
Cc1cc(C)c(C(=O)CSc2nnc(-c3ccccc3Br)o2)cc1C	4	-6	-2	0.7	0.2	·	-3	3	0.3
O=C(Nc1ccc(S(=O)(=O)N2CCCCC2)cc1)c1cccnc1Cl	8	-19	·	-2.0	0.3	0.8	-4	-1	-1.4
COc1ccc(/C=N/NC(=O)Nc2cccc3nsnc23)cc1OC	-1	·	1	i	1.0	-1.4	-2	-2	-1.6
CCN(CC)CCn1c(=S)[nH]c2ccccc2c1=O	-9	-22	-4	i	-1.7	·	3	-2	-1.2
CCC(=O)N/C(N)=N/c1nc(C)c2cc(C)c(C)cc2n1	5	·	4	i	0.0	1.7	5	2	·
COc1cccc(N(CC(=O)NC2CCCCC2)C(=O)CCC(=O)Nc2nc(C)cs2)c1	-7	-6	1	-0.1	1.5	1.5	-7	-9	1.5
CC(=O)Nc1ccc(Oc2ccc3nc(C)[nH]c3c2)cc1	-1	-19	5	i	0.1	·	-10	1	-0.6
FC(F)(F)c1cc(-c2ccccc2)nc(-n2cncn2)n1	-3	-29	-7	-0.3	-0.9	2.6	4	-2	-0.1
CCSc1nc2ccccc2n1C(=O)Oc1ccccc1	-3	-23	3	-1.7	0.2	·	8	-5	-0.7
OCC1CCCC(n2cnc3c(=S)nc[nH]c32)O1 (stereo not given)	-1	-8	2	i	-0.1	1.8	-8	5	-0.5
CCOc1ccc(C(C(=O)NC(C)(C)C)N(CCOC)C(=O)CCC(=O)Nc2ccccn2)cc1 (stereo not given)	-3	-6	-3	-0.3	-0.6	1.8	-4	-3	-0.6
Cc1cc(C)cc(N2CC(c3nc4ccccc4n3C)CC2=O)c1 (stereo not given)	10	-8	-3	-0.1	-0.6	-0.3	4	-1	0.6
Brc1ccc(/C=N/Nc2ccc3ccccc3n2)cc1	3	·	-3	-0.4	-0.6	·	5	-5	1.8
COc1ccccc1Nc1nc(C2(C)CCC(=O)O2)cs1 (stereo not given)	8	-8	3	-1.6	-0.7	·	8	-4	1.0
COc1ccccc1C1C(C(=O)c2cc3ccccc3o2)=C(O)C(=O)N1c1cc(C)on1 (stereo not given)	5	-15	-1	-0.3	0.2	0.7	1	-2	1.5
O=[N+]([O-])c1ccc(/C=N/Nc2nc(-c3ccccc3)c3cc(Br)ccc3n2)o1	-3	·	1	-0.3	3.3	·	-6	6	0.6
CCN(CC)c1nc2c(c(=O)[nH]c(=O)n2C)n1CCCc1ccccc1	12	-2	-2	0.4	0.5	1.5	1	6	-0.3
NC(CO)(CO)COCc1ccccc1	1	-5	5	-0.2	-0.5	1.2	-3	-4	-0.7
O/N=C(\c1ccccc1)C(O)c1ccccc1 (stereo not given)	-1	·	2	-0.3	2.9	1.1	7	0	0.0
COc1ccc(NC(=O)CN(C)C(=O)c2cc3c(s2)CCCCC3)cc1	-4	-4	-1	1.6	0.1	-1.0	24	0	2.0
CCCC(=O)Nc1cc(OCC)c(NC(=O)NC2CCCCC2)cc1OCC	9	-15	3	0.1	-3.2	-0.2	-10	-6	5.3
Cc1ccc(C=C2C(=O)c3ccccc3C2=O)s1	-11	10	0	-4.1	4.4	·	5	-4	0.0
Cc1cc(C)c(NC(=O)C2CSCCS2)c(C)c1 (stereo not given)	-1	-7	-2	-1.8	-1.1	·	0	6	0.7
CN(C)c1ccc(NC(=O)C2CCCN(S(=O)(=O)c3ccccc3)C2)cc1 (stereo not given)	19	9	3	-0.3	-1.1	-2.7	3	-1	0.0
O=C(NCCc1ccccc1F)c1cccc2cccnc12	-12	0	-6	-2.1	27	-0.8	5	3	1.2
CN1CCN(c2nc3c(c(=O)[nH]c(=O)n3C)n2Cc2ccccc2)CC1	-3	-2	1	-0.8	-3.7	0.1	-5	4	0.4
FC(F)(F)c1ccc2c3n(nc2c1)CCN=C3c1ccc(Cl)cc1	-6	11	·	-1.2	0.9	1.9	5	2	1.5
CN(CC(=O)Nc1ccc(F)cc1)C(=O)COC(=O)c1cccc(N(C)C)c1	2	1	·	-0.6	3.6	1.7	3	4	-0.1
O=C(CCN1C(=O)[C@@H]2Cc3ccccc3CN2C1=O)N[C@H](Cc1ccccc1)C(=O)O	2	-3	-2	-0.5	0.1	0.7	8	-1	-1.1
Cc1cccc(NC(=O)C(C)OC(=O)CNC(=O)C2CCCCC2)c1 (stereo not given)	-3	·	·	-0.6	-0.9	-0.5	2	-6	·
Cc1noc(C)c1C(=O)N1CCN(c2ncccn2)CC1	2	2	-6	i	0.3	·	-1	1	-0.2
COc1ccc(/C=N/NC(=O)CNC(=O)c2ccc3c(c2)OCCO3)cc1OC	3	·	2	-0.3	0.1	-1.9	6	0	-0.8
COC(=O)C1=C(c2cccc(C#N)c2)C[C@@H]2CC[C@H]1N2C(=O)NC(C)C	3	7	·	i	0.5	-2.1	-12	12	-1.3
CC1C(c2ccccc2)OC(=O)N1C (stereo not given)	-2	-8	·	-0.8	-0.7	0.4	8	-8	-1.1

Given with two lines to a compound: part of the list above.
The line under a structure holds: PrPC surface inh | PriA SSB inh | 3CLpro inhibitor | Vc quorum ag | BoNT A protease | TcdB GH inh | Yp Topo-I inh | Anthrax LF inh2 | PfHsp40 rescue
- Cc1cc(C)c(NC(=O)C2CSCCS2)c(C)c1 (stereo not given)
    -1 | -7 | -2 | -1.8 | -1.1 | · | 0 | 6 | 0.7
- CN(C)c1ccc(NC(=O)C2CCCN(S(=O)(=O)c3ccccc3)C2)cc1 (stereo not given)
    19 | 9 | 3 | -0.3 | -1.1 | -2.7 | 3 | -1 | 0.0
- O=C(NCCc1ccccc1F)c1cccc2cccnc12
    -12 | 0 | -6 | -2.1 | 27 | -0.8 | 5 | 3 | 1.2
- CN1CCN(c2nc3c(c(=O)[nH]c(=O)n3C)n2Cc2ccccc2)CC1
    -3 | -2 | 1 | -0.8 | -3.7 | 0.1 | -5 | 4 | 0.4
- FC(F)(F)c1ccc2c3n(nc2c1)CCN=C3c1ccc(Cl)cc1
    -6 | 11 | · | -1.2 | 0.9 | 1.9 | 5 | 2 | 1.5
- CN(CC(=O)Nc1ccc(F)cc1)C(=O)COC(=O)c1cccc(N(C)C)c1
    2 | 1 | · | -0.6 | 3.6 | 1.7 | 3 | 4 | -0.1
- O=C(CCN1C(=O)[C@@H]2Cc3ccccc3CN2C1=O)N[C@H](Cc1ccccc1)C(=O)O
    2 | -3 | -2 | -0.5 | 0.1 | 0.7 | 8 | -1 | -1.1
- Cc1cccc(NC(=O)C(C)OC(=O)CNC(=O)C2CCCCC2)c1 (stereo not given)
    -3 | · | · | -0.6 | -0.9 | -0.5 | 2 | -6 | ·
- Cc1noc(C)c1C(=O)N1CCN(c2ncccn2)CC1
    2 | 2 | -6 | i | 0.3 | · | -1 | 1 | -0.2
- COc1ccc(/C=N/NC(=O)CNC(=O)c2ccc3c(c2)OCCO3)cc1OC
    3 | · | 2 | -0.3 | 0.1 | -1.9 | 6 | 0 | -0.8
- COC(=O)C1=C(c2cccc(C#N)c2)C[C@@H]2CC[C@H]1N2C(=O)NC(C)C
    3 | 7 | · | i | 0.5 | -2.1 | -12 | 12 | -1.3
- CC1C(c2ccccc2)OC(=O)N1C (stereo not given)
    -2 | -8 | · | -0.8 | -0.7 | 0.4 | 8 | -8 | -1.1

Further structures
SMILES	PrPC surface inh	PriA SSB inh	3CLpro inhibitor	Vc quorum ag	BoNT A protease	TcdB GH inh	Yp Topo-I inh	Anthrax LF inh2	PfHsp40 rescue
C[C@H](CO)N1C[C@H](C)[C@@H](CN(C)S(=O)(=O)c2cccs2)OCc2cnnn2CCCC1=O	-1	·	·	i	-0.5	0.6&-1.2	-2	0	·
COCCNC(=O)CSc1nc2ccc(N3CCOCC3)cc2c(=O)n1Cc1ccc(OC)cc1	-11	-6	4	-0.3	1.5	·	1	-1	0.9
N#CCCSCc1ccc2oc(C(=O)O)cc2c1	-2	-14	0	-0.5	11	-4.5	2	-20	-0.3
Cn1c(SC2C(=O)CC(C)(C)CC2=O)nnc1-c1ccco1	9	-1	-3	i	0.2	0.0	-4	0	0.5
CC(C)n1c(=O)[nH]c(=O)n1C(C)C	-2	1	·	0.4	0.4	0.7	3	-1	-1.9
FC(F)(F)c1cc(C(F)(F)F)c2ccc(N3CCOCC3)nc2n1	-8	-2	0	-5.6	-1.7	1.6	-6	7	1.1
CN(Cc1nc(-c2ccccn2)no1)S(=O)(=O)c1ccc(Br)cc1	-3	7	8	-1.0	0.8	·	10	-4	-0.3
Cc1ccc(C(=O)NCC(=O)OCCCOC(=O)CNC(=O)c2ccc(C)cc2)cc1	3	-4	·	0.7	2.6	1.0	-6	-3	-1.1
CCNc1nc(OCCNC(C)=O)nc(N(C)C)n1	3	-12	-4	-3.2	-0.5	·	-6	-3	-1.4
CCCCNC(=S)N/N=C/c1ccccc1F	12	·	3	-0.4	-0.3	0.3	4	-5	1.1
COc1ccc(S(=O)(=O)N2CCC(C(=O)NCCC(=O)NCc3ccccc3OC)CC2)cc1	-10	-3	0	i	-3.0	-0.4	8	-5	-1.3
NC(=O)COC(=O)[C@@H]1CC(O)CN1S(=O)(=O)c1ccc2c(c1)OCCO2 (stereo not given in full)	-4	0	2	-0.3	0.7	0.3	-4	9	-1.0

The list is partial; count on the stated rates, not on these rows.
